Assay outcomes: PubChem, several laboratories
Pf gamet viab = late stage P. falciparum gametocyte viability inhibitors, primary screen, ATP luminescence, HTS; P. falciparum stage V gametocytes, 24 h; inhibition, % at 10.9 µM; 150,000 compounds, 0.065% hits; AID 743093, 2013;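 active means inhibition above the mean plus 3 SD of compounds within the control limits, set per campaign, cut at about 38% in these data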;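 further: 0% = DMSO wells and 100% = medium only without gametocytes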
Mcl-1 Bim block = inhibitors of Bim peptide binding to Mcl-1, primary screen, biochemical, bead-based flow cytometry, multiplex. Bim peptide-Mcl-1 binding. inhibition, % at 10 µM. 190,000 compounds, 0.1% hits. AID 1009, 2008. Induced myeloid leukemia cell differentiation protein Mcl-1 (Homo sapiens), Q07820; in the data active means inhibition above about 40%;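 further: 0% = no compound tracer wells and 100% = peptide blocker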
Target sequence (Q07820 whole entry, looked up): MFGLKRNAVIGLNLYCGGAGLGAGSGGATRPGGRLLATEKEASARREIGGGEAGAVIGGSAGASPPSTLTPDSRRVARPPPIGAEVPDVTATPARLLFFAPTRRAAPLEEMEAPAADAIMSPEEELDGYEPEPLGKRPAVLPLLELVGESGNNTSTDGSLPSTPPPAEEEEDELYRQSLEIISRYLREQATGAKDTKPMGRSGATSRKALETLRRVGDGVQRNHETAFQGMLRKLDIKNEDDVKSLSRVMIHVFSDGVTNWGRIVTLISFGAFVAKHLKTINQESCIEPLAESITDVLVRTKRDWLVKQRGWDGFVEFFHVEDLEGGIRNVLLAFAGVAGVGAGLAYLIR
Mcl1 Bid PPI = Mcl-1/Bid binding inhibitors, primary screen, biochemical, TR-FRET, 1536-well; TR-FRET Mcl-1/Bid-Dy647 peptide binding; inhibition, % at 21.7 µM; 220,000 compounds, 0.97% hits; Induced myeloid leukemia cell differentiation protein Mcl-1 (Homo sapiens), Q07820;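 active means compounds that cut the binding signal by more than half at the single screening dose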;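 further: His-tagged Mcl-1 with europium anti-His antibody binding Bid BH3 peptide; 0% = Mcl-1 plus peptide wells and 100% = peptide-only wells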
RGS8-Gao reg = RGS8-Galphao binding modulators, primary screen, biochemical, multiplexed bead flow cytometry; Guanine nucleotide-binding protein G(o) subunit alpha (Homo sapiens), P09471; actives lie on both sides; response (percent of control binding), % at 10 µM; 220,000 compounds, 0.34% hits; in the data active means response below about 60% or above about 140%; inactive means in between;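 further: Galphao activated as the GDP aluminium fluoride complex binding bead-coupled RGS8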
Target sequence (P09471 whole entry, looked up): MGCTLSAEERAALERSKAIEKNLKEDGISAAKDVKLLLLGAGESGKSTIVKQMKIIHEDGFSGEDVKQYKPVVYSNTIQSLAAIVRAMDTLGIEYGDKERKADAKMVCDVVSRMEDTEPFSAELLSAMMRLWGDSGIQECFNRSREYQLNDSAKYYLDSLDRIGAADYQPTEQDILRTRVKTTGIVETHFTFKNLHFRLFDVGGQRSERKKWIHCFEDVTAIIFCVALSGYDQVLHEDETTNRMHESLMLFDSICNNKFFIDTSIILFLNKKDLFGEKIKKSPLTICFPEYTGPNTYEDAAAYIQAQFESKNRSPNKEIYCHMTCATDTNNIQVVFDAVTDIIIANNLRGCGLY
RGS4-Gao reg = modulators of RGS4 binding to Galphao, primary screen, biochemical, multiplexed bead flow cytometry. binding response (% of control), % at 10 µM. Guanine nucleotide-binding protein G(o) subunit alpha (Homo sapiens), P09471. actives lie on both sides. 220,000 compounds, 0.33% hits; in the data active means binding response below about 49% or above about 150%; inactive means in between;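 further: fluorescent Galphao activated with aluminum fluoride binding bead-coupled RGS4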
Mcl1-Noxa inh = Mcl-1/Noxa binding inhibitors, primary screen, biochemical, TR-FRET, 1536-well | TR-FRET Mcl-1/Noxa peptide binding, 2 h | Induced myeloid leukemia cell differentiation protein Mcl-1 (Homo sapiens), Q07820 | 220,000 compounds, 1.5% hits | inhibition, % at 21.7 µM;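 active means compounds that cut the protein-peptide binding signal by more than 50% relative to plate controls in a single-dose test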;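 further: His-tagged Mcl-1 with rhodamine Noxa BH3 peptide and terbium anti-His antibody; 0% = Mcl-1 plus Noxa peptide wells and 100% = peptide-only wells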
RGS7-Gao reg = RGS7-Galphao binding modulators, primary screen, biochemical, multiplexed bead flow cytometry; Guanine nucleotide-binding protein G(o) subunit alpha (Homo sapiens), P09471; 220,000 compounds, 0.35% hits; binding response (% of control), % at 10 µM; actives lie on both sides; in the data active means binding response below about 49% or above about 150%; inconclusive means no clear call, values can overlap the other calls; inactive means in between;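 further: fluorescent Galphao held in activated GDP-AlF4 state binding bead-coupled RGS7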
Avidin bead fluor = green autofluorescence of compounds with avidin beads – biophysical, 488/530 nm, flow cytometry, artefact control, profiling panel. AID 1775, 2009. fluorescence (KMESF) at 10 µM. compound fluorescence 488/530 nm; stronger effect = higher value. 220,000 compounds, 0.38% hits; in the data active means fluorescence above about 47; further: inactives centre near 10
ABCB1 inh = ABCB1 efflux pump inhibitors, primary screen, cell-based, multiplex, flow cytometry, ABCG2 counter-screen | CCRF-Adr cells, JC-1 efflux | inhibition, % at 6.6 µM | 190,000 compounds, 0.067% hits; in the data active means inhibition above about 40%;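 further: 0% = vehicle and 100% = reference inhibitor; higher value means more JC-1 retained so stronger ABCB1 efflux block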
ABCG2 inh = ABCG2 efflux pump inhibitors, primary screen, multiplex with ABCB1, IgMXP3 cells, flow cytometry; AID 1325, 2008; JC-1 efflux; 190,000 compounds, 0.1% hits; inhibition, % at 6.6 µM; Broad substrate specificity ATP-binding cassette transporter ABCG2 (Homo sapiens), Q9UNQ0;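 active means inhibition above 80%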;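 further: 0% = DMSO and 100% = nicardipine control wells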
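Measure – % inhibition of efflux relative to nicardipine and DMSO · Test system – ABCG2 IgMXP3 and barcoded ABCB1 CCRF-Adr cell mix · Control set – nicardipine as high control, DMSO as low control · Compound – one concentration, 6.6 µM final · Signal – flow cytometry of retained JC-1 fluorescence · Timing – 10 min exposure at 25 °C with rotation, no wash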
GSH fluor = compound fluorescence on glutathione beads, profiling panel, artefact control, biophysical, 488/530 nm, flow cytometry. GSH beads flow cytometry, compound fluorescence 488/530 nm; stronger effect = higher value. fluorescence (KMESF) at 10 µM. 190,000 compounds, 0.25% hits. AID 1776, 2009; in the data active means fluorescence above about 89;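 further: glutathione beads carrying GST-tagged Bcl family fusion proteins plus one bare bead set; values are compound well signal with DMSO vehicle wells as background; inactives centre near 16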
* = called active by the depositor; ? = inconclusive; · = no result given.

SMILES	Pf gamet viab	Mcl-1 Bim block	Mcl1 Bid PPI	RGS8-Gao reg	RGS4-Gao reg	Mcl1-Noxa inh	RGS7-Gao reg	Avidin bead fluor	ABCB1 inh	ABCG2 inh	GSH fluor
CCOC(=O)c1c(NCC2CCCO2)c2ccccc2[nH]c1=O (centres undefined)	·	0	-17	90	81	-6	105	8	0.7	5	13
O=C(CCN1C(=O)c2cccc3cccc(c23)C1=O)NCC1CCCO1 (centres undefined)	-5	·	-53	100	94	-3	?	8	·	·	·
CC(C(=O)Nc1cccc([N+](=O)[O-])c1)N1CCN(C/C=C/c2ccccc2)CC1 (centres undefined)	·	-3	-15	102	100	20	101	10	0.5	1	19
O=C(NC1CCCCC1)c1ccc(CS(=O)(=O)Cc2ccccc2F)o1	·	-7	-1	103	101	0	104	35	1.0	21	26
COC(=O)c1c(-c2cccc3ccccc23)csc1NC(=O)Cc1ccc(OC)c(OC)c1	1	-140	-23	103	102	-14	105	8	6.9	4	44
O=C(Nc1nccs1)c1ccc(S(=O)(=O)NCc2cccs2)cc1	11	1	-24	106	101	21	98	16	0.6	3	13
CCOc1cc(-c2c(C)c(CC)nc(N)c2C#N)ccc1O	-27	0	-27	96	92	-17	95	3	0.5	2	38
Nc1[nH]c(N=NC(=O)c2ccc(F)cc2)c2ccccc12	-1	-2	-28	104	102	37	105	13	-0.3	-3	4
COc1ccc(OC)c(NC(=O)Nc2cccc3ccccc23)c1	-1	-3	-4	104	103	6	99	15	0.2	2	13
COc1c2ccoc2nc2c(OC)c(OCC(OC(C)=O)C(C)(C)O)ccc12 (centres undefined)	·	3	8	101	98	-5	99	6	0.3	5	24
CN(C(=O)COC(=O)c1nc(-c2ccccc2)n(-c2ccccc2)n1)C1CCS(=O)(=O)C1 (centres undefined)	·	-3	-56	101	99	9	91	24	0.7	1	11
O=C1NCCN/C1=C\C(=O)c1cccc(Br)c1	1	·	-48	98	84	-1	?	10	·	·	·
Cc1ccc(-c2cccc(C(=O)NCc3ccccc3)n2)c2ccccc12	5	-2	15	118	111	20	105	14	1.7	28	17
Cc1ccccc1Cn1ccc(NC(=O)c2nn(C)cc2[N+](=O)[O-])n1	-24	5	-2	109	104	12	107	5	-0.4	1	8
Cc1ccc(C)c(NC(=O)c2cc3c([nH]c4ccccc43)c(C)n2)c1	·	-1	-17	101	104	-10	104	15	0.3	2	27
Cc1cc(C)n(-c2ccccc2C#N)n1	14	·	45	93	92	30	?	6	·	·	·
O=c1c2ccccc2nnn1COc1ccc(Cl)cc1Br	15	0	-33	101	100	13	?	9	0.9	5	15
Cn1c(=NC(=O)COc2ccccc2)sc2ccccc21	-25	-1	-6	106	102	-5	102	27	0.1	1	11
CCOC(=O)N1CCC(NC(=O)C2CCN(S(=O)(=O)c3cccs3)CC2)CC1	·	-2	1	102	99	13	102	37	0.0	0	17
CCOCCCNC(=O)C(NC(=O)c1ccc2c(c1)OCO2)c1ccc(Cl)cc1 (centres undefined)	·	-1	-4	101	103	-5	99	19	0.5	2	9
Cc1ccc(S(=O)(=O)NC(CC(=O)NCC2CCCO2)c2ccco2)cc1 (centres undefined)	-15	1	-40	102	99	19	94	3	0.3	1	43
CCOC(=O)c1c(C)n(C)c2ccc(OC(=O)c3ccco3)cc12	27	-1	-3	105	106	-10	107	10	0.3	2	24
Cc1cccc(-c2n[nH]c(S(C)(=O)=O)c2C#N)c1	2	·	-8	97	96	16	?	6	·	·	·
CCCC(=O)n1nc(-c2ccc(Cl)cc2)nc1SC	·	-14	-29	99	99	13	102	12	-0.1	6	52
O=[N+]([O-])c1ccccc1/C=N/NC1=NCCCCC1	-17	-3	1	100	102	9	107	9	0.1	12	12
COc1ccc(S(=O)(=O)N2CCOCC2)cc1NC(=O)CSc1nnc2ccccn12	·	0	-15	101	100	8	99	11	0.2	8	11
CC(=O)c1cn(CC(=O)Nc2ccccc2C)c2ccccc12	·	-2	-27	101	94	7	96	11	0.2	3	10
O=C(CSc1nnc(SCc2ccc(Cl)cc2)s1)N/N=C/c1c(Cl)cccc1Cl	-8	1	15	103	103	8	102	11	1.1	26	10
COc1cc2c(cc1NC(=O)Nc1ccc(F)cc1)oc1ccccc12	·	-2	-5	102	102	9	101	11	-0.5	-1	23
O=c1oc2ccccc2c(O)c1Cc1cc(Cl)c2cccnc2c1O	-23	·	-134	99	100	-90	?	4	·	·	·
CC(=O)c1ccc(N(C(=O)CS(=O)CC(=O)Nc2ccc(F)cc2)C(C(=O)NC2CCCCC2)c2cccs2)cc1 (centres undefined)	23	-4	46	98	96	-209	93	13	2.6	1	22
CCOC(=O)c1snc(-c2ccc(F)cc2)c1N	·	66*	-18	97	102	-9	99	10	0.9	38	24
CC(=O)Oc1ccc(Cn2cnc3cc4ccccc4cc32)cc1	0	-2	-14	99	95	2	95	6	-0.1	0	19
O=C(/C=C/c1ccc(F)cc1)NC(=S)N1CCOCC1	·	0	-49	103	100	10	100	11	0.0	1	14
COc1ccc([N+](=O)[O-])cc1NC(=O)CSCc1cc(C)cc(C)c1	-22	-3	-31	101	99	9	98	2	1.4	15	7
O=C(/C=C/c1ccco1)Nc1ccccc1N1CCOCC1	·	1	-2	102	100	31	95	12	-2.1	-2	19
CC1C(c2ccccc2)=[N+]([O-])C2(CCCCC2)N1O (centres undefined)	-43	0	7	100	100	-9	100	7	0.7	2	19
CC[n+]1cc(-c2ccccc2)nc(N2CCOCC2)n1	-15	0	-34	102	103	20	105	12	0.3	2	8
COc1ccc(-n2nc3cc(C)c(NC(=O)C(C)C)cc3n2)cc1	·	-3	6	100	101	-8	101	12	0.8	6	14
O=C(COc1ccc(S(=O)(=O)N2CCCCC2)cc1)NCc1ccccn1	-20	2	-30	94	92	-15	92	6	-0.2	1	12
Cc1ccc2[nH]c(=O)c(C(c3nnnn3C3CCCC3)N3CCCc4ccccc43)cc2c1 (centres undefined)	3	-7	-10	101	103	2	102	6	0.2	0	17
COC(=O)c1ccc(/C=C/C(=O)O)cc1	5	·	-5	101	104	14	?	7	·	·	·
COc1ccc(/C=N/NC(=O)CCCOc2ccc(Cl)cc2Cl)cc1	·	-5	10	98	98	8	97	13	0.7	23	10
O=c1sc2ccccc2n1Cc1ccccc1	-5	0	-32	101	100	-5	?	8	0.2	1	25
C=CCn1c(=O)c2c(nc3n2CCS3)n(C)c1=O	-13	-2	-32	99	105	-3	107	7	0.8	14	12
CCOC(=O)CN1C(=O)C(O)(CC(=O)c2ccccn2)c2ccccc21 (centres undefined)	·	0	-9	93	92	-2	92	6	0.6	1	26
Nc1[nH]n2c(=O)c3c(nc2c1N=Nc1ccc(Cl)cc1)CCCC3	-5	9	-17	100	98	26	98	8	-0.5	-2	7
Cc1ccc(CSC2=NCCN2C(=O)C2CC2)cc1	3	0	-1	102	102	10	103	15	-3.3	-1	27
COc1cc(-c2nnc(SCc3ccccc3Cl)o2)cc(OC)c1OC	·	-2	-3	101	98	-3	98	16	1.7	10	28
CCOC(=O)c1ccc(NC(=O)c2cccc(S(=O)(=O)N3CCOCC3)c2)cc1	·	-2	-5	93	91	9	90	9	0.9	3	36
C/C(=N\NC(=O)CNc1ccccc1Cl)C(C)(C)C	13	-1	-10	99	101	-23	99	34	-0.1	0	12
O=C(Nn1c(C2CCCCC2)nc2ccccc2c1=O)c1cc(Cl)ccc1[N+](=O)[O-]	·	0	3	98	98	0	96	2	0.3	10	7
O=C(NCCc1ccccc1)C1CCC(CNc2nc(=S)[nH]c3ccccc23)CC1 (centres undefined)	-22	0	-3	102	100	-28	100	9	0.8	-2	11
COc1ccc(NC(=O)CC2C(=O)N(c3cccc(OC)c3)C(=O)N2Cc2ccco2)cc1 (centres undefined)	·	-1	-20	101	100	-6	?	8	0.0	0	16
Cc1ccc(S(=O)(=O)N(CC(=O)N2CCC(C)CC2)Cc2ccccc2F)cc1	3	1	5	105	106	1	101	9	0.0	4	25
CCCCN(C(=S)NC(=O)c1ccccc1)c1c(N)n(Cc2ccccc2)c(=O)[nH]c1=O	·	-3	-41	94	103	15	101	11	-0.8	54	9
O=C(Nc1ccccc1)C1=C[C@H](c2ccc(C(F)(F)F)cc2)C[C@H](OCc2ccc(CO)cc2)O1	16	·	-48	94	88	-6	?	7	·	·	·
CNC(=O)c1sccc1SCc1c(Cl)cccc1Cl	·	0	0	101	100	-4	97	11	0.5	4	14
Cc1cc(=O)oc(C)c1C(=O)NCCC1=CCCCC1	-6	0	-26	88	89	-2	91	0	0.0	0	54
CCN(CC)S(=O)(=O)c1cccc(N=Nc2c(O)c3ccccc3oc2=O)c1	-7	·	-36	97	103	24	?	9	·	·	·
(listing goes on)
SMILES	Pf gamet viab	Mcl-1 Bim block	Mcl1 Bid PPI	RGS8-Gao reg	RGS4-Gao reg	Mcl1-Noxa inh	RGS7-Gao reg	Avidin bead fluor	ABCB1 inh	ABCG2 inh	GSH fluor
COc1ccc(Nc2nc3ccccc3nc2-n2nc(C)cc2C)cc1	-6	-3	-21	97	97	-2	99	14	0.4	25	34
O=C(NCCOc1ccc(F)cc1)c1ccccc1SCc1ccccc1	-2	-5	-61	97	98	8	96	16	1.2	7	17
COc1ccc(S(=O)(=O)N2CCN(c3ccc(C)cc3C)CC2)cc1OC	·	0	-14	100	100	-2	103	9	0.3	0	21
CCNc1nc(SCC(=O)Nc2ccc(Cl)c(Cl)c2)nc(N(C)C)n1	-7	0	-4	102	100	-5	109	15	0.1	8	10
CCN(CCC(=O)Nc1cc(OC)cc(OC)c1)Cc1ccccc1	·	0	-44	121	109	8	108	7	0.8	3	15

Of the compounds above, 2 contain bromine.
SMILES	Pf gamet viab	Mcl-1 Bim block	Mcl1 Bid PPI	RGS8-Gao reg	RGS4-Gao reg	Mcl1-Noxa inh	RGS7-Gao reg	Avidin bead fluor	ABCB1 inh	ABCG2 inh	GSH fluor
O=C1NCCN/C1=C\C(=O)c1cccc(Br)c1	1	·	-48	98	84	-1	?	10	·	·	·
O=c1c2ccccc2nnn1COc1ccc(Cl)cc1Br	15	0	-33	101	100	13	?	9	0.9	5	15
